KCNK9 block: blocks the human KCNK9 two-pore domain potassium channel | Q9NPC2 | HEK293 KCNK9, FluxOR thallium flux fluorescence; stronger effect = lower value | B-score at 10 µM | hit rate 1.2% among 310,000;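 active = ratio B-score over 3 SD below the library mean, with starting fluorescence within 5 SD of its mean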;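 note: negative B-score means less thallium flux so channel inhibition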
Target sequence (Q9NPC2 whole entry, looked up, the tested form may be a part): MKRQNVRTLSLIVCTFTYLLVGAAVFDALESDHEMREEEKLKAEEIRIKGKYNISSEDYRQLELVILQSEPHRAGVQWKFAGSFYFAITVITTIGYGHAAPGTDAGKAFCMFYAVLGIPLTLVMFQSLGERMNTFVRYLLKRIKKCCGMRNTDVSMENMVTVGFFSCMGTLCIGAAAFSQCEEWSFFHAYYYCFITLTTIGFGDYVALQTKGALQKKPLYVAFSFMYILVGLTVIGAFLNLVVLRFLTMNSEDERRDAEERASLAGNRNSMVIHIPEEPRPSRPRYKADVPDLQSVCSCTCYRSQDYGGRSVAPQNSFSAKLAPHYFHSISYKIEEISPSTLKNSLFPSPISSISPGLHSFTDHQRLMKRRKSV
KCNK3 inh: human KCNK3 channel inhibition, primary screen. O14649. CHO-KCNK3 thallium flux, FluxOR fluorescence; stronger effect = lower value. B-score at 10 µM. hit rate 0.84% among 340,000. AID 602410;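 active = B-score under library mean minus 4 SD, starting fluorescence ratio at most library mean plus 5 SD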;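 note: more negative B-score means stronger inhibition of thallium flux through KCNK3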
DYRK1A inh: blocks rat Dyrk1A kinase activity; Q63470; ADP-Glo luminescence, NFATc1 peptide; inhibition, % at 12.5 µM; hit rate 0.43% among 310,000; in the data active = inhibition above about 50%;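 note: plate controls were vehicle with enzyme for no effect and no enzyme for full effect; many of its hits are not listed in these tables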
TMEM16A act: mouse TMEM16A channel activation, primary screen. Q8BHY3. HEK293 TMEM16A/YFP-H148Q/I152L, iodide quench fluorescence; stronger effect = lower value. B-score at 10 µM. hit rate 0.3% among 340,000. AID 623877;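 active = fluorescence-ratio B-score plate-corrected deviation score at least 3 library SD below zero, with starting fluorescence score within 5 deviations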;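 note: channel opened by trigger with iodide after compound preincubation; score built on the fluorescence ratio of max minus min over baseline; more negative score means more quench and so TMEM16A activation or potentiation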
HDAC3 inhib: human HDAC3 inhibition. recombinant HDAC3, fluorogenic peptide/trypsin coupled, fluorescence. inhibition, % at 8.3 µM. hit rate 0.15% among 320,000; in the data active = inhibition above about 26%, passing the limit was not always enough
KCNQ1 inh: blocks the human KCNQ1 potassium channel; P51787; CHO-K1 KCNQ1, FluxOR thallium flux fluorescence; stronger effect = higher value; B-score at 10 µM; hit rate 1.3% among 310,000;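 active = compounds whose thallium flux B-score, printed positive for inhibition, exceeds three library SD while starting fluorescence stays within three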;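 note: channel opened by potassium depolarization with thallium stimulus after 20 min compound exposure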
Target sequence (P51787 whole entry, looked up): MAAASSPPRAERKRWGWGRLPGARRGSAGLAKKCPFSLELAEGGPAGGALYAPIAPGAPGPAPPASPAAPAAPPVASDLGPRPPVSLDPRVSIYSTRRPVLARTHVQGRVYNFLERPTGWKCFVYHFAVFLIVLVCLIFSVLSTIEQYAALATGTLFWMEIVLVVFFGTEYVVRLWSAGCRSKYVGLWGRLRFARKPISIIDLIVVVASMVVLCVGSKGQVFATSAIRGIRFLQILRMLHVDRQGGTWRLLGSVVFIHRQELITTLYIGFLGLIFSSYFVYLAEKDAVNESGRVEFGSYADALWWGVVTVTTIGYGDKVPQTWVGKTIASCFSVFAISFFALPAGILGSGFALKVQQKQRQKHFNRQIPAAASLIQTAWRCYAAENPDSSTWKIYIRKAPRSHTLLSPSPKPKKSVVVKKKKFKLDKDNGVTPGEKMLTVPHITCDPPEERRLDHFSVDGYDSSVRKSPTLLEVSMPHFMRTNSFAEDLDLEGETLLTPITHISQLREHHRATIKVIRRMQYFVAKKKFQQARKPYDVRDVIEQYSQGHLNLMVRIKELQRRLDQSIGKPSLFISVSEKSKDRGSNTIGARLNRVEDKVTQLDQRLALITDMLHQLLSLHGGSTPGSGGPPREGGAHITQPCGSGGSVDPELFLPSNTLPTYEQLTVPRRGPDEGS
KCNQ1 pot: human KCNQ1 channel potentiation or activation; B-score at 10 µM; AID 2648; CHO-K1 KCNQ1, thallium flux FluxOR fluorescence; stronger effect = higher value; hit rate 0.35% among 310,000; P51787;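 active = fluorescence ratio B-score, a plate-corrected score, at least three library SD, with initial intensity B-score within 5 SD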
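Assay system: stable KCNQ1 CHO-K1 line; medium: assay buffer, equal DMSO in all wells; timing: 90 min dye loading and 20 min compound exposure, both at room temperature; technique: kinetic FluxOR thallium fluorescence, 10-s 1-Hz baseline, 110-s post-stimulus read; read-out basis: B score of baseline-normalized fluorescence ratio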
TRPC4 PAM: TRPC4 (mouse) allosteric potentiation. B-score at 10 µM. Q9QUQ5. HEK293 TRPC4beta/mu-opioid, DAMGO EC20, Fluo-4 Ca2+ flux; stronger effect = higher value. hit rate 0.42% among 310,000;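 active = B-score of calcium response area above 5 SD of library B-scores, with initial fluorescence ratio within 5 SD of library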;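 note: B-score of integrated fluorescence ratio over time as area under calcium response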
hERG rescue: shields human hERG channel from block by proarrhythmic agents. Q12809. activation (rescue from dofetilide block), less the hit threshold, % at 10 µM. AID 1511. hit rate 0.51% among 310,000. CHO-hERG, FluxOR thallium flux, dofetilide IC70 present;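 active = activation above the mean of controls blocked by dofetilide plus 5 SD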;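 note: thallium influx through hERG after potassium depolarization seen as dye fluorescence rise; in these data hits start at about 4.7%; inactives centre near -7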
TMEM16A inh: blocks the mouse calcium-activated chloride channel TMEM16A | hit rate 1.2% among 310,000 | normalized B-score (activity score, 25-100; higher = stronger inhibition) at 10 µM | HEK293 TMEM16A/YFP iodide influx fluorescence, ionomycin | Q8BHY3;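 active = ratio plate-corrected score three or more library SD toward inhibition, starting fluorescence score within five deviations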;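 note: score derived from kinetic fluorescence span divided by baseline fluorescence per well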
TRPC4 agonist: activators of mouse TRPC4 channel | Q9QUQ5 | HEK293 TRPC4beta/mu-opioid, Fluo4 calcium fluorescence; stronger effect = higher value | B-score at 10 µM | hit rate 0.49% among 310,000 | AID 2237;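 active = B-score above 5 SD of library B-scores, and initial fluorescence ratio not above library mean plus 5 SD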;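 note: positive B-score marks a calcium rise read as TRPC4 activation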
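Incubation: 45 min room-temperature Fluo4 loading, 110 s read / System: HEK293 cells stably co-expressing mouse TRPC4beta and mu-opioid receptor / Signal: Fluo4 fluorescence, kinetic / Control set: buffer (low) and maximal DAMGO (high) / Measure: integrated baseline-normalised fluorescence ratio, converted to per-well B score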
Starred values were filed as active, the others as inactive; i = inactive; . = no result given. The list is partial, so the mix of outcomes need not match the whole.

SMILES	KCNK9 block	KCNK3 inh	DYRK1A inh	TMEM16A act	HDAC3 inhib	KCNQ1 inh	KCNQ1 pot	TRPC4 PAM	hERG rescue	TMEM16A inh	TRPC4 agonist
O=C(c1c(F)c(F)c(F)c(F)c1F)N1CCN(Cc2ccc3c(c2)OCO3)CC1	i	i	-4.2	i	7.9	i	i	i	-2.4	i	i
N/C(=N\c1nc2ccccc2o1)NC(=O)c1ccc(F)cc1	i	i	-2.0	i	-3.1	i	i	i	-6.7	i	i
CC(C)(C)c1ccc(C(=O)N/N=C/c2cccc(Cl)c2)cc1	i	i	-5.1	i	-18.5	i	i	i	-16.1	i	i
CCOc1ccc(CCNC(=O)C2CCCN(S(=O)(=O)c3c(C)n[nH]c3C)C2)cc1OCC (stereo not given)	i	i	-53.0	i	3.0	i	i	i	-4.1	i	i
O=C(CSc1nnc(CNC(=O)c2ccccc2)o1)NCC1CCCO1 (stereo not given)	i	i	3.2	i	2.1	i	i	i	-7.5	i	i
O=C(O)C(Cc1ccc(O)cc1)N1C(=O)C2CCCCC2C1=O (stereo not given)	i	i	-1.1	i	1.1	i	i	i	-12.2	i	i
Cn1c2ccccc2c(=O)c2ccc(C#CC3(O)CCCCC3)cc21	i	i	4.6	i	-15.7	i	i	i	-17.8	i	i
CC1CCCCC1NC(=O)C1CCCN1S(=O)(=O)c1cccc2nsnc12 (stereo not given)	i	i	2.7	i	-0.7	i	i	i	-12.4	i	i
Cc1c(C(=O)N2CCC2)oc2ccc(Br)cc12	i	i	15.6	i	-1.9	i	i	i	-5.4	i	i
O=C(CCCc1cccs1)Nc1nc2c(s1)CCCC2	i	i	9.3	i	7.1	i	i	i	-14.9	i	i
CCCOP(=O)(c1ccc(N(C)C)cc1)C(Nc1ccccc1)c1ccc(N(C)C)cc1 (stereo not given)	i	i	-4.0	i	9.4	i	i	i	-5.8	i	i
Cc1oc2ccccc2c1CNC(=O)N(C)C	i	i	.	i	-1.1	i	i	i	-17.0	i	i
COCCNC(=O)c1ccc2snnc2c1	i	i	3.4	i	-0.5	i	i	i	-2.8	i	i
O=S(=O)(Nc1nc(-c2ccccc2)cs1)c1cccc(C(F)(F)F)c1	i	i	-3.1	i	3.8	i	i	i	-12.6	100*	i
COC(=O)C1=C(C)NC(=O)/C1=C\c1ccc2c(c1)OCO2	i	i	-5.5	i	5.4	i	i	i	-10.3	i	i
O=C(Nc1ccc(Oc2ccc(NC(=O)Nc3ccc([N+](=O)[O-])cc3)cc2)cc1)Nc1ccc([N+](=O)[O-])cc1	i	i	2.3	i	4.2	8*	i	i	-18.0	i	i
CC(=O)N(c1nnc(-c2ccc(C)cc2)s1)C1CCCC1	i	i	-2.6	i	-2.9	i	i	i	-12.5	i	i
Cc1n[nH]c(C)c1N1C(=O)c2cccc3c(Br)ccc(c23)C1=O	i	i	1.6	i	-4.3	i	i	i	-16.9	i	i
Cn1nccc1C(=O)N1CCCC(N2CCN(c3cccc(C(F)(F)F)c3)CC2)C1 (stereo not given)	i	i	3.9	i	0.2	i	i	i	-6.7	i	i
CCOc1ccc2[nH]c3nc(SCC(=O)NC4CCCC4)nnc3c2c1	i	i	-5.5	i	-2.3	i	i	i	-6.7	i	i
CCCNc1nc2c(c(=O)[nH]c(=O)n2C)n1CCOc1ccccc1	i	i	-3.0	i	-0.3	i	i	i	-6.6	i	i
CCCCCn1nc(C)c(/C=N\NC(=O)c2cc(C)oc2C)c1C	i	i	4.2	i	-2.5	i	i	i	-9.3	i	i
COc1ccc(C2C(C(=O)Nc3ccccc3)=C(C)Nc3nc(CCCO)nn32)cc1 (stereo not given)	i	i	1.8	i	-6.6	i	i	i	-11.7	i	i
C/C(=N\NC(=O)CSc1nc2ccccc2s1)c1ccco1	i	i	-3.2	i	7.7	i	i	i	-14.9	i	i
Fc1cccc(Cl)c1CNC(c1ccccc1)c1ccccc1	i	i	-5.5	i	11.1	i	i	i	-7.9	i	i
CCOC(=O)C1(C(F)(F)F)N=C(c2ccccc2F)OC(N(C)C)=N1 (stereo not given)	i	i	2.6	i	4.7	i	i	i	-11.0	i	i
CCOc1ccc(NC(=O)N2CCN(S(C)(=O)=O)CC2)cc1	i	i	4.2	i	-10.9	i	i	i	-0.8	i	i
CCCc1sc(N)nc1-c1ccc(Cl)cc1	i	i	-0.4	i	1.2	i	i	i	-5.9	i	i
Cc1ccc(-c2ccc(SCC(=O)NC3CCCCC3)nn2)cc1	i	i	-1.3	i	0.9	i	i	i	-4.3	i	i
Cc1cc2c(cc(C(=O)OC(C(=O)NCC3CCCO3)C(C)C)n2C)o1 (stereo not given)	i	i	-0.1	i	1.2	i	i	i	-11.6	i	i
COc1cccc2cc(C(=O)Nc3cccc(C)n3)c(=O)oc12	i	i	2.5	i	-0.2	i	i	i	-4.9	i	i
CCCCn1c(=O)[nH]c2ccccc21	i	i	-2.0	i	-3.1	i	i	i	-4.8	i	i
O=[N+]([O-])c1ccc(Nc2c3ccccc3nc3ccccc23)cc1	i	-12.3*	-0.6	i	.	i	i	i	-3.5	.	i
CC(C)COC(=O)Nc1nnc(SCc2ccccc2F)s1	i	i	-2.4	i	5.3	i	i	i	-10.3	i	i
CCOC(=O)c1cc(C)sc1NC(=O)CCC(=O)O	.	i	1.9	i	-0.7	.	.	.	.	i	.
O=C(NC1(Cc2ccc(O)cc2)CCCCC1)c1ccccc1	i	i	7.4	i	-1.6	i	i	i	-2.9	i	i
COc1ccccc1OCCNC(=O)c1cc(F)c(F)cc1Cl	i	i	-1.0	i	-5.2	i	i	i	-4.0	i	i
COc1ccc(C(=O)Nc2c(Cl)cc(Cl)cc2C(=O)NCc2ccco2)cc1	i	i	0.5	i	5.9	i	i	i	-8.5	i	i
CC(C1CC2CCC1C2)n1c(-c2cccs2)n[nH]c1=S (stereo not given)	-11.4*	i	7.3	i	-2.0	i	i	i	-4.4	i	i
O=C(CSc1n[nH]c(-c2ccncc2)n1)Nc1ccccc1	i	i	1.6	i	0.0	i	i	i	-5.8	i	i
CCOC(=O)NC(N(O)c1cccc(Cl)c1)C(Cl)(Cl)Cl (stereo not given)	-12.7*	-12.4*	.	i	4.1	i	i	i	-6.8	i	i
CCOCCn1c(N2CCN(c3ccccc3)CC2)nc2c1c(=O)n(C)c(=O)n2C	i	i	-0.3	i	1.7	i	i	i	-11.6	i	i
COc1cccc(-c2cc(C(F)(F)F)nc(-n3ccc([N+](=O)[O-])n3)n2)c1	i	i	14.3	i	.	i	i	i	-8.1	i	i
O=C(NC(=S)Nc1ccc(-c2nc3ncccc3o2)cc1)c1ccccc1F	i	i	-1.1	i	-7.1	i	i	i	-6.2	i	i
O=C1CN(C(=O)COC(=O)CNC(=O)c2ccc(Cl)cc2)c2ccccc2N1	i	i	.	i	-1.5	i	i	i	-7.2	i	i
COCCNC(=S)N/N=C(\C)c1cccc([N+](=O)[O-])c1	i	i	0.0	i	18.3	i	i	i	-1.0	i	i
O=C(Cc1ccc(S(=O)(=O)N2CCOCC2)s1)N1CCN(c2ccc(C(F)(F)F)cc2[N+](=O)[O-])CC1	i	i	.	i	18.5	i	i	i	-5.8	i	i
CCOC(=O)C1=C(C)N(C)C(=S)NC1c1cccc(Cl)c1Cl (stereo not given)	i	i	1.2	i	-2.1	i	i	21*	-9.8	i	i
Cc1ccc(/C=N/NC(=O)c2nnn(-c3nonc3N)c2CN(C)C2CCCCC2)cc1	i	i	0.7	i	-4.8	i	i	i	-0.6	i	i
COc1ccc(NC2CCCN(C(=O)c3ccc(OC)cc3OC)C2)cc1 (stereo not given)	i	i	10.3	i	10.6	i	i	i	-4.6	i	i
Cc1cc2nc(C)n(CCCNC(=O)Nc3ccc(F)cc3)c2cc1C	i	i	0.6	i	4.3	i	i	i	-14.7	i	i
CC1CN=C(NC(=O)c2cccc([N+](=O)[O-])c2)S1 (stereo not given)	i	i	3.9	i	4.5	i	i	i	-0.6	i	i
Cn1cc(Br)c(C(=O)NNC(=O)c2ccccc2)n1	i	i	1.4	i	6.7	i	i	i	-8.2	i	i
Cc1ccccc1NC(=O)C(=O)NCCc1ccccc1	i	i	-4.5	i	0.0	i	i	i	-3.3	i	i
Cc1cccc(NC(=O)CSc2nnc3ccc(-c4ccccn4)nn23)c1	i	i	-7.1	i	0.1	i	i	i	-13.2	i	i
O=C(/C=C/c1cccc([N+](=O)[O-])c1)NCCN1C(=O)S/C(=C\c2ccc(F)cc2)C1=O	i	i	-2.0	i	1.2	i	i	i	-3.7	i	i
O=C(Nc1ccc(N2C(=O)c3cccc4cccc(c34)C2=O)cc1)c1ccc(N2CCCCC2)c([N+](=O)[O-])c1	i	i	3.6	i	3.9	i	i	i	-3.4	i	i
O=S(=O)(CCN1CCOCC1)c1ccc(Cl)cc1	i	i	-2.2	i	0.7	i	i	i	-3.3	i	i
O=C(c1ncc[nH]1)c1ccco1	i	i	-5.7	i	8.5	i	i	i	-5.7	i	i
O=S(=O)(c1cccc2cccnc12)N1CCN(Cc2ccccc2)CC1	i	i	.	i	0.9	i	i	i	-11.5	i	i

Carrying on:
SMILES	KCNK9 block	KCNK3 inh	DYRK1A inh	TMEM16A act	HDAC3 inhib	KCNQ1 inh	KCNQ1 pot	TRPC4 PAM	hERG rescue	TMEM16A inh	TRPC4 agonist
O=C(Cc1ccc(Cl)cc1)N/N=C/c1c(Cl)cccc1Cl	i	i	-5.1	i	-2.0	i	i	i	-4.0	i	i
O=C(c1cccc(C(F)(F)F)c1)C1CCCN(C(=O)c2cc(C3CC3)[nH]n2)C1 (stereo not given)	i	i	-2.2	i	4.8	i	i	i	-13.5	i	i
Cc1ccc(CC(=O)N/N=C/c2ccc3c(c2)OCO3)cc1	i	i	.	i	-4.9	i	i	i	-10.2	i	i
Cc1nn(C)cc1CN(C)S(=O)(=O)c1cccc([N+](=O)[O-])c1	i	i	-2.8	i	-1.3	i	i	i	-16.7	i	i
CC(=O)CSc1nc2c(c(=O)[nH]c(=O)n2C)n1Cc1ccccc1Cl	i	i	1.3	i	2.7	i	i	i	-7.4	i	i
Cc1c(CCC(=O)N[C@@H](CC(C)C)C(=O)O)c(=O)oc2c(C)c3oc4c(c3cc12)CCCC4	i	i	-2.4	i	-2.5	i	i	i	-7.2	i	i
COc1cc(C(=O)O)ccc1O	i	i	0.2	i	-11.0	i	i	i	-4.0	i	i
Cc1ccc(-n2c(CSc3nc(C)cc(C)n3)nnc2SCC(=O)NCc2ccco2)cc1	i	i	.	i	5.8	i	i	i	-13.9	i	i
